# High-throughput results as filed in PubChem BioAssay.
# TAG inh = triacylglycerol accumulation inhibition | 230,000 tested, 0.66% active | inhibition, % at 12.5 µM | AID 651582 | H9c2 cells, Nile Red lipid (TAG) fluorescence; cells loaded with 200 µM oleic acid;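 active = pattern-corrected inhibition of lipid staining of at least 50% with the nuclear-stain viability signal not falling by more than 50%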;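 note: 0% = DMSO wells and 100% = triacsin C control wells; some results filed as inactive read as strong as hits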
# TAG inh DAPI viability = also measured in TAG inh; calls as there; DAPI nuclei signal change (viability), lower = more cytotoxic, %;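 whole-well DAPI fluorescence read on a plate reader as a viability signal; minus 50 percent equals half of cells still viable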
# * = called active by the depositor; & = joins results of further samples. A portion of the library. The share of hits here may be higher or lower than overall.
# The first 2 entries (preview)
Molecule,TAG inh,TAG inh DAPI viability
CC(C)(C)c1ccc(C(=O)Nc2nnc(C3=COCCO3)o2)cc1,-3,7
O=C1OCCC1=COCCCCCOC=C1CCOC1=O,4,-4

# This part in full (from the top)
Molecule,TAG inh,TAG inh DAPI viability
CC(C)(C)c1ccc(C(=O)Nc2nnc(C3=COCCO3)o2)cc1,-3,7
O=C1OCCC1=COCCCCCOC=C1CCOC1=O,4,-4
Cc1ccc(-n2ncc3c(=O)n(Cc4ccccn4)cnc32)cc1C,-7,-2
Cc1nnsc1C(=O)Nc1cc(Cl)ccc1Cl,10,-1
Cc1nn(S(=O)(=O)c2cccc([N+](=O)[O-])c2)c(C)c1Br,-2,3
CCOC(=O)c1cnc2c(OC)cccc2c1N1CCN(c2ccccn2)CC1,-21,-6
O=C(O)c1ccn(CSc2cc(Cl)ccc2Cl)n1,4,1
O=C(Cc1ccccc1)NCCc1c[nH]c2ccccc12,-12,4
Cn1nnc(NC(=S)NC(=O)c2cc3ccccc3o2)n1,9,-10
CC(C)N(CCn1c(SCC(=O)N2CC(=O)Nc3ccccc32)nc2ccccc2c1=O)C(C)C,14,2
CC(=O)c1cccc(NC(=S)NNC(=O)c2ccc(C)c([N+](=O)[O-])c2)c1,3,-1
O=C(CNC(=O)C1COc2ccccc2O1)Nc1cc(Cl)ccc1Cl (stereo not given),-8,2
O=C(NCc1ccco1)c1ccc2c(c1)CCO2,8,2
Cc1ccc(S(=O)(=O)N2CCOC2CNC(=O)C(=O)NCCCN2CCOCC2)cc1 (stereo not given),8,-5
COc1ccc(OC)c(CNC(=O)CCc2nc(-c3cccs3)no2)c1,8,3
COc1ccc(C(=O)N2CCN(CC(=O)N3CCOCC3)CC2)cc1,0,5
COc1ccccc1N(CC(=O)NC1CCCC1)C(=O)c1oc(C(C)(C)C)cc1C,-24,1
O=c1ccn(Cc2ccccc2)c2ccccc12,-3,3
CCOC(=O)c1ccc(Nc2nc(-c3cccnc3)nc3ccccc23)cc1,33,9
COCc1ccccc1Cn1cnc2c1c(=O)n(C)c(=O)n2C,-24,2
CCOC(=O)c1ccc(NCC(O)COc2ccccc2)cc1 (stereo not given),-9,8
CC1(C)Cc2c(cnn2-c2ccc(F)cc2)C(NC(=O)CCN2CCCCC2=O)C1 (stereo not given),5,-3
COc1ccc(NC(=S)N(CCCN2CCOCC2)C(C)c2cc3ccccc3o2)cc1 (stereo not given),-5,16
COCCN(CCOC)c1cc(C)c(C#N)c2nc3ccccc3n12,1,3
CC(C)(C)OC(=O)[C@H](CCCCN)NC(=O)c1[nH]cnc1C(=O)N[C@@H](Cc1ccccc1)C(=O)OCc1ccccc1,10,-5
OC(COc1ccc2ccccc2c1)CN1CCOCC1 (stereo not given),-8&12,3&-6
C[C@H]1CN([C@@H](C)CO)C(=O)c2cc(NC(=O)NC3CCCCC3)ccc2O[C@H]1CN(C)C(=O)Nc1ccc(C(F)(F)F)cc1,19,-7
Cn1nccc1C(=O)N1CCN(S(=O)(=O)c2ccc(Br)s2)CC1,-4,-2
Cc1nc2c(Br)c(C)nn2c2c1CCC2,9,-5
O=C(CN1CCN(c2ccccc2F)CC1)c1c[nH]c2ccccc12,-15,16
Nc1nnc(SCc2nnc(-c3ccccc3)o2)s1,-3,118
COc1cccc(CN(C)C(=O)C2CCCN(C(=O)c3ccc(Cl)cc3)C2)c1 (stereo not given),6,-7
CCCCCCCN1CCC(=O)N(CCO)CC1,3,3
CS(=O)(=O)c1ccccc1C(=O)Nc1nc2ccccc2[nH]1,8,-15
CCOc1ccc(/C(O)=C2\C(=O)C(=O)N(c3cc(C)on3)C2c2ccccc2OC)cc1 (stereo not given),-14,8
COC(=O)C1(C)CCCC2(C)c3cc(OC)ccc3C(=O)C(Br)C12 (stereo not given),24,-15

# No new results follow: an excerpt of the list.
Molecule,TAG inh,TAG inh DAPI viability
CC(C)(C)OC(=O)[C@H](CCCCN)NC(=O)c1[nH]cnc1C(=O)N[C@@H](Cc1ccccc1)C(=O)OCc1ccccc1,10,-5
OC(COc1ccc2ccccc2c1)CN1CCOCC1 (stereo not given),-8&12,3&-6

# (listing goes on)
Molecule,TAG inh,TAG inh DAPI viability
CC(C)n1nnnc1C(c1ccc(F)cc1)N1CCN(C2CCCC2)CC1 (stereo not given),3,-1
Cc1ccc(OCCSc2nc3ccccc3n2CCC(=O)O)c(C(C)C)c1,-1,2
COc1ccc(-c2csc(N3CCN(c4cc5c(cc4Cl)nc(-c4ccncc4)n5CCOCCO)CC3)n2)cc1,15,10
Cn1cnc2ncnc(Oc3ccc(Br)cc3)c21,1,3
CCCSc1nnc(Nc2ccccc2C)s1,-1,2
Nc1nnc(CC(=O)N/N=C/c2cccc(OCCOc3ccccc3)c2)s1,6,11
CN(C)CCCNc1nc2cc(-c3cccc(Cl)c3)sc2c(=O)n1C,18,5
O=C(CCNc1n[nH]c(=O)[nH]c1=O)N/N=C/c1ccccc1Br,-12,6
O=C(c1cc2ccccc2oc1=O)N(Cc1ccccc1)Cc1ccc2c(c1)OCO2,1,4
COc1cccc2oc3ccc(C#CC4(N)CCCCC4)cc3c(=O)c12,27,62
CC(=O)c1ccc(Nc2nc(C)cc(C)n2)cc1,3,-6
C[C@H](OC(=O)N1CCN(C(c2ccccc2)c2ccccc2)CC1)[C@@H]1O[C@@]2(C)CCC[C@H]1O2,-9,42

# Brought forward from above: 4 entries, then new ones.
Molecule,TAG inh,TAG inh DAPI viability
O=C(c1cc2ccccc2oc1=O)N(Cc1ccccc1)Cc1ccc2c(c1)OCO2,1,4
COc1cccc2oc3ccc(C#CC4(N)CCCCC4)cc3c(=O)c12,27,62
CC(=O)c1ccc(Nc2nc(C)cc(C)n2)cc1,3,-6
C[C@H](OC(=O)N1CCN(C(c2ccccc2)c2ccccc2)CC1)[C@@H]1O[C@@]2(C)CCC[C@H]1O2,-9,42
CCCc1nc2sc3c(c2c(=O)n1NC(=O)c1ccco1)CC(C)(C)OC3,-6,1
Cc1ccc(C(=O)N2CCN(c3ncc(C(F)(F)F)cc3Cl)CC2)s1,-19,4
Cc1[nH]nc(SCC(=O)N2CCCC2)c1[N+](=O)[O-],-5,4
O=C(OCC(=O)N1CCc2ccccc21)c1cncc(Br)c1,13,-5
COc1cc([N+](=O)[O-])cc2cc(C(=O)N3CCN=C3c3ccccc3)c(=O)oc12,-10,4
Nc1cccc(C(=O)N/N=C/c2ccsc2)c1,-3,-6
CCN(CC)S(=O)(=O)c1ccc2[nH]c(=O)cc(C(=O)Nc3cccc(C(C)=O)c3)c2c1,11,6
COC(=O)C1=C(C)NC2=C(C(=O)c3ccccc32)C1c1ccc(-c2ccc(C(=O)O)cc2)o1 (stereo not given),-1,22
O=C(c1ccccc1Cl)N1CCC(n2cccc2)CC1,-5,5
CCNC(=O)CC1SC(=Nc2ccc(C)cc2)N(CC)C1=O (stereo not given),-4,-1
CN1CCN(/C(=N\O)c2nonc2N)CC1,-4,16
Cc1cccc(OCCCC(=O)O)c1,-8,-5
CCOC(=O)C1CCCN(CC(=O)Nc2cc(C)cc(C)c2)C1 (stereo not given),-21,4
COC(=O)c1c(-c2ccccc2)csc1NC(=O)C1CC=CCC1C(=O)O (stereo not given),0,1
COCCN(C(=O)CCC(=O)Nc1cccnc1)C(C(=O)NC1CCCCC1)c1ccccc1 (stereo not given),10,-5
COc1ccc(CNC(=O)/C=C/c2cc3c(cc2Br)OCO3)cc1,-60,2
COC(=O)c1ccc(NC(=O)C2CCCN2S(=O)(=O)c2ccc(F)cc2)cc1 (stereo not given),1,-2
COc1cc(Br)ccc1NC(=O)c1ccccc1-c1ccccc1C(=O)O,9,-6
O=C(NC1(C(F)(F)F)N=C2SCCN2C1=O)c1ccccc1F (stereo not given),-1,1
COc1cc(OC)cc(C(=O)OCC(=O)Nc2cccc(S(=O)(=O)NC3=NCCCCC3)c2)c1,-20,2
CCOc1ccc(OCC)c(NC(=O)CSCC(=O)O)c1,9,7
Cc1ccc(O)c(-c2cc(-c3ccccc3F)[nH]n2)c1,7,-8
CC(C)N(C)S(=O)(=O)c1ccc(NC(=O)CSC(=S)N2CCCC2)cc1,4,-3
Cc1cccc2cc(C(c3nnnn3CC3CCCO3)N3CCCc4ccccc43)c(=O)[nH]c12 (stereo not given),-2,-4

# Whole records as entered above. Values in the order: TAG inh, TAG inh DAPI viability
# Entry for `COC(=O)c1ccc(NC(=O)C2CCCN2S(=O)(=O)c2ccc(F)cc2)cc1` (stereo not given) : 1, -2
# Entry for `Cc1ccc(O)c(-c2cc(-c3ccccc3F)[nH]n2)c1` : 7, -8

# Further records.
Molecule,TAG inh,TAG inh DAPI viability
Cc1cccc2cc(COC(=O)c3cccnc3)c(=O)[nH]c12,-22,5
O=C(CN1C(=O)c2ccccc2C1=O)Nc1ccccc1F,-17,9
CC(=O)OC[C@@H]1CN(Cc2ccccc2)C[C@H](n2cnc3c(NC4CC4)ncnc32)O1,15,15
O=C(CCCn1cc([N+](=O)[O-])cn1)N1CCCCC1,9,-8
CCOC(=O)c1cc2c(=O)n3ccccc3nc2n(CC2CCCO2)c1=NC(=O)/C=C/c1ccccc1 (stereo not given),19,5
COc1cccc2oc3cc(C#CC4(O)CCCCC4)ccc3c(=O)c12,-8,6
Cn1c(SCC(=O)N/N=C/C=C/c2ccccc2[N+](=O)[O-])nc2ccccc21,-16,5
NNC(=S)NC1CCCCC1,-17,8
CCCN(CCC)S(=O)(=O)c1ccc(C(=O)Nc2ccc(S(=O)(=O)Nc3nnc(CC)s3)cc2)cc1,9,5
COC(=O)Cn1ncc(N2C3CC(CC(C)(C)C3)C2C)c(Cl)c1=O (stereo not given),-4,3
Cc1cc(/C=N/NC(=O)c2ccoc2C)cc(C)c1O,-8,1
O=C(CN1C(=O)C2CCCCC2C1=O)NC1CCCc2ccccc21 (stereo not given),-2,4
Cc1ccc2c(c1)C(c1ccncc1)=NNC(c1ccccc1)=N2,6,-10
Cc1ccnc2nc(C(=O)OCC(=O)Nc3ccccc3C(C)(C)C)nn12,-6,-4
CCCCn1c(=O)[nH]c(=O)c2c1nc(COC(=O)c1c(C)noc1C)n2CCC,4,-8
O=C(c1ccc(N2CCCC2=O)cc1)N1CCN(c2ccccc2)CC1,-6,11
CCOC(=O)c1ccc(NC(=O)CN2C(=O)C3C4C=CC(C4)C3C2=O)cc1 (stereo not given),6,-5
CCn1c(CNC(=O)c2ccccc2F)nnc1SCC(=O)NC1CCCCC1C (stereo not given),5,-1
Cc1ccc(NC(=O)COC(=O)CCc2ccc(S(=O)(=O)N3CCOCC3)cc2)c(C)c1,-15,6
Cc1ccc(C(=O)N2CCCC2)cc1S(=O)(=O)N1CCCCC1,6,3
COc1ccccc1-c1noc(CCC(=O)N2CCN(c3cc(C)ccc3C)CC2)n1,-5,-6
Cc1ccc(Nc2cc(C)c(O)c(C)c2)cc1,9,-5
Cc1ccc(-c2cc(C(=O)N3CCN(C4CCS(=O)(=O)C4)CC3)c3ccccc3n2)cc1 (stereo not given),23,9
CC1CN(C(=O)COC(=O)c2cc(=O)[nH]c3ccccc23)CC(C)O1 (stereo not given),-2,4
N#Cc1cc(S(=O)(=O)c2ccccc2)c(N)[nH]c1=O,0,-7
